Vif-A3G inh: inhibitors of Vif-APOBEC3G interaction; HeLa A3G-eYFP + Vif (tagged APOBEC3G with the HIV-1 protein that degrades it), YFP fluorescence, overnight; Potency, µM (top dose mostly 46.1 µM), for the others: top-dose activity, negative = active, actives largely listed as inhibitors; actives 0.076% (n = 410,000); AID 602310;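 note: % is set by controls: 0 for no effect and ±100 for the full control effect; nearly all actives have a fitted effect of over 60% in size; hits raise eYFP signal because A3G escapes Vif-driven loss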
Target sequence (Q9HC16 whole entry, looked up): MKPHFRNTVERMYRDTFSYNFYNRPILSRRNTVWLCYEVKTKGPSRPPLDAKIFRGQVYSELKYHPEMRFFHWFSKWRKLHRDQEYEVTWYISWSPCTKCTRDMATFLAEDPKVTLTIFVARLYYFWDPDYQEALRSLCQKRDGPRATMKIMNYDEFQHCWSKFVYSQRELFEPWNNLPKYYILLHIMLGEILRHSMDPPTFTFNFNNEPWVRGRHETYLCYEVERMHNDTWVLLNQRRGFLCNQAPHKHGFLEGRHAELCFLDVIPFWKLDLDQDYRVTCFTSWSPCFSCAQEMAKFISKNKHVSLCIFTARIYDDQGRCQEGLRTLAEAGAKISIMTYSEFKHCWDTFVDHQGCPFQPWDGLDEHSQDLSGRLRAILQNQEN
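HeLa cells stably expressing Vif and C-terminally eYFP-tagged A3G, seeded overnight at 37 deg C, then exposed to compound by pintool overnight at 37 deg C. Rise in yellow fluorescence (Ex 488/Em 500-530, Acumen) marks blocked Vif-driven A3G degradation.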
12-LOX inh: blocks human arachidonate 12S-lipoxygenase; P18054; purified 12hLO, xylenol orange hydroperoxide absorbance; Potency, µM (series often up to 108 µM), without a hit: at the highest dose activity change, negative = inhibition, usual class: inhibitors; actives 1.1% (n = 580,000); AID 1671190; note: % is set by controls: 0 for no effect and ±100 for the full control effect
Target sequence (P18054 whole entry, looked up): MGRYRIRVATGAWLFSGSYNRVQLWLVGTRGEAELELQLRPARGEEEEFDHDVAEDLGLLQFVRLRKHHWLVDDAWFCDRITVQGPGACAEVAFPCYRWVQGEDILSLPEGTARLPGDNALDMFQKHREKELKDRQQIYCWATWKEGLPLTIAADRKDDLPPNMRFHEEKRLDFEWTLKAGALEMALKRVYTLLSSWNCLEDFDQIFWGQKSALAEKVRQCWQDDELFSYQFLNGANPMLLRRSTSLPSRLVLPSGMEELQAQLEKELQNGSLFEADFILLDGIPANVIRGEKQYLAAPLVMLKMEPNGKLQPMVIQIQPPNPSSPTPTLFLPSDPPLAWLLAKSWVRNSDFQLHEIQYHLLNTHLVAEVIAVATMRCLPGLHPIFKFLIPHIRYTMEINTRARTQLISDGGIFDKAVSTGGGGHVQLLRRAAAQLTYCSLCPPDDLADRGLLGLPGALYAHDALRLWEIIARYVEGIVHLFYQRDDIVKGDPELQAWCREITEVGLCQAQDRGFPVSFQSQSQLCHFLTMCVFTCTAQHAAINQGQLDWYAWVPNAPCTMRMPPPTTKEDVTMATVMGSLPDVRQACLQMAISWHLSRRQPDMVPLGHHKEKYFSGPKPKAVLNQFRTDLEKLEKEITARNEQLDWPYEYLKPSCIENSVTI
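Purified human 12hLO at 150 nM in 25 mM Hepes, 0.01% Triton X-100, pH 7.0, preincubated 15 min at room temperature with compound. Reaction started with 40 uM arachidonic acid, 30 min at room temperature. Hydroperoxide measured by Fe-xylenol orange, 573/405 nm absorbance ratio.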
USP1-UAF1 inh: blocks the human USP1/UAF1 deubiquitinase complex; recombinant USP1/UAF1, Ub-Rhodamine cleavage fluorescence; Potency, µM (doses to about 57.1 µM), for inactives: top-dose activity change, negative = inhibition, actives largely listed as inhibitors; actives 0.23% (n = 390,000); note: % is set by controls: 0 for no effect and ±100 for the full control effect; nearly all actives have a fitted effect of over 60% in size; inactives centre near -12
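High-throughput fluorogenic screen: 1nM USP1/UAF1 complex, Ub-Rho substrate 150nM final, 50mM HEPES pH 7.8 with 0.5mM EDTA, 0.1 mg/ml BSA, 1mM TCEP and 0.01% Tween-20.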
Vif-APOBEC3F blk: inhibitors of Vif-A3F interaction; HeLa A3F-eYFP + Vif (tagged APOBEC3F with the HIV-1 protein that degrades it), YFP fluorescence increase; Potency, µM (series often up to 46.1 µM), without a hit: at the top dose activity, negative = active; actives 0.2% (n = 390,000); AID 602313; note: % of control where 0% means no effect; nearly all actives have a fitted effect of over 65% in size
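Fluorescence increase (Ex 488/Em 500-530) after overnight compound treatment at 37 deg C flags inhibition of Vif-driven A3F-eYFP loss in stable HeLa A3F-eYFP/Vif cells seeded overnight beforehand.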
IDH1 R132H inh: inhibitors of human mutant IDH1 R132H. O75874. IDH1-R132H enzyme, NADPH consumption, diaphorase/resazurin fluorescence. Potency, µM (doses to about 76.6 µM), without a hit: at the top dose activity change, negative = inhibition, actives largely listed as inhibitors. actives 0.093% (n = 390,000). AID 602179; note: % is set by controls: 0 for no effect and ±100 for the full control effect; nearly all actives have a fitted effect of over 65% in size
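IDH1-R132H (0.5 ug/mL) preincubated 30 min with compound, then NADPH (0.016 mM) and alpha-KG (2 mM) added; 80 min at RT, pH 7.5. Remaining NADPH coupled via diaphorase/resazurin to fluorescence (540/590 nm); concentration-response curves normalized to no-enzyme control.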
TrxR1 substrate: substrates of rat thioredoxin reductase 1; O89049; purified TrxR1 substrate turnover, NADPH consumption readout; Potency, µM (highest dose often 114 µM), for the others: top-dose activity change, negative = substrate turnover; actives 0.01% (n = 390,000); AID 588456; note: % is set by controls: 0 for no effect and ±100 for the full control effect; nearly all actives have a fitted effect of over 50% in size
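Rat TrxR1, dispensed at 90 nM, was prereduced with 400 uM NADPH (final) for 5 min at ~22 deg C, then incubated with compound 15 min before 400 uM selenite. A first-read NADPH fluorescence drop versus no-compound background flagged substrates.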
RGS4 inh: inhibitors of human regulator of G protein signaling 4; Transcreener GDP fluorescence polarization, RGS4-accelerated GTP hydrolysis; actives 0.039% (n = 390,000); Potency, µM (doses to about 114 µM), for inactives: at the top dose activity change, negative = inhibition, usual class: inhibitors; P49798; note: % is set by controls: 0 for no effect and ±100 for the full control effect; nearly all actives have a fitted effect of over 75% in size; some results filed as inactive show a strong effect at the top dose
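MLSMR compounds (23 nl, pin-transferred) preincubated 10 min at room temperature with a 500nM (2x) first reagent, then RGS4 at 900nM (2x) plus Transcreener GDP mix added; fluorescence polarization (620/688 nm) read before and after 90 min at 30 °C.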
RXFP1 ag: activates the human relaxin receptor RXFP1. Q9HBX9. HEK293T-RXFP1 cAMP TR-FRET, 30 min; response scale: percent of porcine relaxin response, buffer zero. Potency, µM (doses to about 57.5 µM), for inactives: at the top dose activation, usual class: activators. actives 0.3% (n = 370,000). AID 2676; note: % is set by controls: 0 for no effect and ±100 for the full control effect; nearly all actives have a fitted effect of over 60% in size; many of its hits are not listed in these tables
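Agonist response is measured as cAMP accumulation in an RXFP1-transfected HEK293T line under PDE4 inhibition. Values are scaled between buffer-only and 29 nM porcine relaxin, and EC50s come from standard Hill equation fits.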
rTrxR1 inhibitor: blocks rat thioredoxin reductase 1. O89049. recombinant rTrxR1, NADPH fluorescence consumption, selenite substrate. Potency, µM (doses to about 114 µM), without a hit: top-dose activity change, negative = inhibition, actives largely listed as inhibitors. actives 1% (n = 390,000). AID 588453; note: % is set by controls: 0 for no effect and ±100 for the full control effect; nearly all actives have a fitted effect of over 65% in size
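Rat TrxR1 (90 nM in the dispensed reagent) was pre-reduced with 400 uM NADPH for 5 min at room temperature, then incubated with compound for 15 min. After 400 uM selenite was added, NADPH fluorescence (Ex 340/Em 450 nm) was followed for 8 min.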
Numbers without * were called inactive; ? = inconclusive; · = not tested or not shown; [ ] = remark or other dose. Calls come from the whole dose curve; as a rule, active = well fitted curve in the direction sought with a large enough effect; inconclusive = small, poorly fitted or top-dose-only effect, or another doubt; inactive = no such curve, though single readings can be large; an effect the other way counts as inactive or inconclusive. Potency is the fitted concentration of half-maximal effect. The list is partial, so the mix of outcomes need not match the whole.

SMILES	Vif-A3G inh	12-LOX inh	USP1-UAF1 inh	Vif-APOBEC3F blk	IDH1 R132H inh	TrxR1 substrate	RGS4 inh	RXFP1 ag	rTrxR1 inhibitor
CCOc1cc(/C=C(\C#N)C(N)=O)ccc1OCc1c(C)no[n+]1[O-]	2.8%	-5.5%	-5.3%	0.6%	-26.2%	-4.6%	10.9%	0.2%	-2.6%
Cc1nc2ccc(S(=O)(=O)N(C)CC(=O)N3CCc4ccccc43)cc2s1	-0.8%	-52.8%	-13.3%	3.1%	-3.6%	6.8%[57.1 µM]	-8.4%	-2.0%	-3.9%[57.1 µM]
O=c1ccc(-c2n[nH]c(=S)n2-c2ccc(F)c(Cl)c2)n[nH]1	1.6%	?	-20.5%	-1.4%	-5.0%	-1.3%	-18.9%	0.3%	-19.1%
COc1ccccc1C(=O)NCCC(=O)Nc1ccc(S(=O)(=O)N2CC(C)CC(C)C2)cc1 (stereo not given)	2.4%	2.4%	-27.6%	-0.7%	3.6%	-6.8%	-9.0%	0.5%	1.0%
CCNC(=O)CN(c1ccccc1)S(=O)(=O)c1ccc(Cl)cc1	0.5%	19.3%	-8.2%	-18.3%	0.1%	9.0%[57.1 µM]	7.8%	1.9%	9.2%
COc1ccc(-n2nc(C(=O)NCC(=O)NCCCN3CCOCC3)c3ccccc3c2=O)cc1OC	2.7%	-9.1%	-13.8%	1.7%	2.4%	-5.9%	-5.9%	14.1µM*	0.6%
CC(=O)c1cccc(NC(=O)c2ccc(OCc3c(C)noc3C)cc2)c1	1.6%	-17.7%	-20.2%	2.1%	7.7%	-5.5%	-36.8%	-1.2%	-1.8%
CC(C)[C@H](NC(=O)OC(C)(C)C)c1nnc(SCC(=O)Nc2ccc(Br)cc2)o1	-1.1%	5.6%	-9.4%	5.4%	0.6%	-6.7%	-25.1%	2.3%	-1.1%
Cc1c(C(=O)NCc2ccccc2CN2CCCC2)oc2c(F)cccc12	1.4%	11.3%	-19.7%	-0.2%	12.1%	-0.7%	-26.8%	0.2%	10.7%
CCOc1ccc(S(=O)(=O)N(CC(=O)NCCSCc2ccccc2)c2ccccc2)cc1	2.4%	0.9%	-19.1%	-1.4%	2.5%	1.2%	-24.9%	-0.3%	-5.8%
CC(C)CC(=O)Nc1ccc(C(=O)CN2CCC(C)CC2)cc1	-0.2%	89.3%[activator]	-19.7%	-13.5%	3.7%	14.8%[57.1 µM]	-1.2%	-0.6%	-44.6%
Cc1ccc(NC(=O)C2CCCCC2C(=O)O)cc1Cl (stereo not given)	-1.4%	?	-10.0%	-2.7%	7.5%	11.0%	13.3%	5.0%	26.5%
O=C(CCCc1nc(-c2ccccc2Cl)no1)NC1CCCC1	0.2%	-7.2%	-18.0%	-25.1%	8.1%	4.7%	13.0%	-0.8%	22.4%
COCCCNC(=S)N1CCN(c2ccccc2)CC1	0.3%	2.0%	-4.5%	-29.9%	5.3%	6.9%[57.1 µM]	16.0%	0.4%	27.2%[57.1 µM]
CCCCC1=NN2CCS(=O)(=O)N=C2S1	4.1%	-0.7%	-10.8%	4.6%	7.2%	0.3%[57.1 µM]	45.1%	2.9%	-0.3%[57.1 µM]
CN(C(=O)c1ccc2c(c1)N(Cc1cccc(Cl)c1)C(=O)c1ccccc1S2=O)C1CCCCC1 (stereo not given)	-4.7%	-24.5%	-9.5%	-14.7%	-6.2%	-7.4%[57.1 µM]	9.7%	-1.5%	11.3%[57.1 µM]
C/C(=N\NS(=O)(=O)c1ccc(C)c([N+](=O)[O-])c1)c1cccs1	11.0%	?	-18.3%	4.1%	0.0%	-4.9%	-17.4%	3.2%	8.3%
C[C@H]1CN(S(=O)(=O)c2c(F)cccc2F)CCN1S(=O)(=O)c1ccc2c(c1)OCCO2	-0.6%	-5.7%	·	2.3%	·	-6.2%[57.1 µM]	-1.8%	·	12.4%[57.1 µM]
COc1ccc(-c2noc(-c3nnn(-c4ccc(C(C)C)cc4)c3C)n2)cc1OC	·	4.0%	-20.0%	·	·	2.4%[57.1 µM]	8.9%	0.2%	23.4%[57.1 µM]
CN1CC(=O)N/C1=N\C(=O)Nc1ccc2c(c1)N(C)C(=O)CS2	-0.9%	20.3%	-5.8%	-3.6%	0.0%	9.3%	4.2%	2.5%	5.8%
CC1Cc2ccccc2N1C(=O)c1ccc2snnc2c1 (stereo not given)	1.9%	12.3%	0.4%	-0.8%	1.4%	-1.0%	-17.5%	1.6%	24.3%
Nc1nc(SCc2cccnc2)c2ncn(C3OC(CO)C(O)C3O)c2n1 (stereo not given)	-0.7%	14.5%	-0.7%	0.5%	-3.7%	-4.8%	-0.2%	·	5.8%
Cc1nc(SCc2cccc(C(=O)O)c2)nc2c1CCCC2	1.5%	6.0%	-0.9%	15.1%	16.3%	1.3%[57.1 µM]	-38.7%	0.9%	12.0%[57.1 µM]
COc1ccccc1CNC(=O)COC(=O)Cc1ccc(F)cc1	1.2%	?	-4.6%	1.1%	-14.3%	-3.0%[57.1 µM]	-8.8%	0.3%	-2.3%[57.1 µM]
Cc1cccc(C(=O)Nc2nnc(Cc3ccccc3)s2)c1	0.7%	35.6%[activator]	-20.4%	-1.5%	-9.8%	-0.4%	5.2%	-2.4%	26.6%

An excerpt from above, showing only Vif-A3G inh:
Molecule	Vif-A3G inh
Cc1c(C(=O)NCc2ccccc2CN2CCCC2)oc2c(F)cccc12	1.4%
Cc1ccc(NC(=O)C2CCCCC2C(=O)O)cc1Cl (stereo not given)	-1.4%
O=C(CCCc1nc(-c2ccccc2Cl)no1)NC1CCCC1	0.2%

Additional entries follow:
SMILES	Vif-A3G inh	12-LOX inh	USP1-UAF1 inh	Vif-APOBEC3F blk	IDH1 R132H inh	TrxR1 substrate	RGS4 inh	RXFP1 ag	rTrxR1 inhibitor
COc1ccc(N2CCC(CNC(=S)Nc3c(C)cccc3C)C2)cc1 (stereo not given)	-2.0%	?	-19.6%	0.0%	0.0%	4.5%	-45.3%	-24.6%	11.9%
CCOc1ccccc1NC(=O)c1c(NCc2cccs2)sc2c1CCC(C)C2 (stereo not given)	3.5%	-27.6%	0.9%	0.9%	-3.5%	0.5%[57.1 µM]	-27.8%	1.6%	9.7%[57.1 µM]
Cc1ccc(NC2=C(c3ccc(C(F)(F)F)cc3)C(=O)c3ccccc32)cc1C	-4.3%	4.8%	-24.4%	3.3%	-8.7%	-5.7%	-27.8%	-0.8%	?
CCOc1ccccc1CNC(=O)c1cn(-c2ccc(OC)cc2)c(=O)c2ccccc12	4.0%	-29.3%	-11.6%	-0.3%	-8.5%	2.2%	-15.9%	-2.0%	5.6%
N#C/C(=C\c1cccc(Cl)c1)c1n[nH]c(Cn2cncn2)n1	-11.1%	?	2.9%	4.4%	4.6%	10.2%[57.1 µM]	-1.5%	1.9%	-7.2%[57.1 µM]
O=C(CCCC(=O)OCC(F)(F)C(F)F)Nc1ccc(NC(=O)CCCC(=O)OCC(F)(F)C(F)F)cc1	0.8%	8.0%	11.2%	-6.3%	4.1%	6.2%	19.2%	-0.9%	24.8%
CCOC(=O)C1=C(O)C(=O)N(c2ccc(S(N)(=O)=O)cc2)C1c1cccc([N+](=O)[O-])c1 (stereo not given)	1.4%	-6.7%	-12.2%	3.4%	6.6%	-10.8%	-9.3%	3.0%	-1.3%
CCC(Cc1ccccc1)NC(=O)CN(C)S(=O)(=O)c1ccc2c(c1)c(=O)n(C)c(=O)n2C (stereo not given)	-0.2%	10.7%	-36.0%	6.2%	-3.6%	2.1%	0.7%	3.6%	29.9%
COc1ccccc1/C=C/C(=O)N1CCc2cc(OC)c(OC)cc2C1C (stereo not given)	-6.5%	12.4%	-16.5%	0.1%	4.8%	1.6%	-25.1%	-0.1%	-0.5%
O=C(Nc1nccs1)C(=O)c1c[nH]c2ccccc12	-2.9%	-18.7%	-8.7%	6.4%	-1.8%	-8.4%	9.2%	-0.8%	1.8%
CC[n+]1c(/C=C/N(C)c2ccccc2)n(-c2ccccc2)c2ccc(-c3nc4ccccc4s3)cc21	?	·	-22.9%	?	-16.4%	-7.5%	?	4.4%	-39.0%
N=C(N)N1CCc2ccccc21	1.5%	19.5%	-16.4%	9.9%	5.3%	-15.0%[57.1 µM]	-26.6%	2.7%	24.3%[57.1 µM]
O=C(c1ccc2c(=O)n3c(nc2c1)CCCCC3)N1CCN(C(c2ccccc2)c2ccccc2)CC1	0.9%	7.7%	-16.2%	5.2%	0.0%	1.8%	-53.3%	-0.3%	7.1%
Cc1nn(-c2ccccc2)c(C)c1NC(=O)Cc1cccs1	0.2%	-20.6%	-11.2%	-6.6%	9.6%	3.3%	-24.2%	0.9%	-8.9%
O=C1c2ccccc2NC(c2ccccc2)N1Cc1ccccc1 (stereo not given)	-5.0%	164.5%[activator]	-18.7%	8.2%	3.7%	29.5%[57.1 µM]	-10.4%	·	13.1%[57.1 µM]

Source: PubChem BioAssay (National Center for Advancing Translational Sciences (NCATS))
